BoNT-F LC inh: BoNT/F light chain protease inhibitors, primary screen, biochemical, flow cytometry, MLPCN library | Multiplex microsphere protease cleavage assay | inhibition, % at 10 µM | 360,000 compounds, 0.22% hits | AID 588497, 2011; in the data active means inhibition above about 35%, passing the limit was not always enough; inconclusive means no clear call, values can overlap the other calls; further: plate controls were buffer without enzyme for full effect and enzyme alone for no effect
MazF activator: activators of E. coli MazEF toxin-antitoxin RNase, primary screen, biochemical, fluorescence, uHTS; activation, % at 20 µM; Endoribonuclease toxin MazF (Escherichia coli (strain K12)), P0AE70; 350,000 compounds, 0.32% hits; AID 504720, 2011; FAM/BHQ RNA-DNA oligo cleavage fluorescence, 5 h; in the data active means activation above about 50%
Target sequence (P0AE70 whole entry, looked up): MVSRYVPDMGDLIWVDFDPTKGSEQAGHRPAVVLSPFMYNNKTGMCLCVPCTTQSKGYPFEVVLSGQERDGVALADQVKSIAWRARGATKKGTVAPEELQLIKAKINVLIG
Mtb FBA inh: Mtb FBA enzyme inhibitors, primary screen, biochemical, fluorescence, strain H37Rv; Fructose-bisphosphate aldolase (Mycobacterium tuberculosis (strain ATCC 25618 / H37Rv)), …; purified M. tuberculosis FBA, fluorescence read-out; inhibition, % at 1 µM; 360,000 compounds, 2.3% hits; in the data active means inhibition above about 27%;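 further: 0% = vehicle and 100% = reference inhibitor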
Target sequence (P9WQA3 whole entry, looked up): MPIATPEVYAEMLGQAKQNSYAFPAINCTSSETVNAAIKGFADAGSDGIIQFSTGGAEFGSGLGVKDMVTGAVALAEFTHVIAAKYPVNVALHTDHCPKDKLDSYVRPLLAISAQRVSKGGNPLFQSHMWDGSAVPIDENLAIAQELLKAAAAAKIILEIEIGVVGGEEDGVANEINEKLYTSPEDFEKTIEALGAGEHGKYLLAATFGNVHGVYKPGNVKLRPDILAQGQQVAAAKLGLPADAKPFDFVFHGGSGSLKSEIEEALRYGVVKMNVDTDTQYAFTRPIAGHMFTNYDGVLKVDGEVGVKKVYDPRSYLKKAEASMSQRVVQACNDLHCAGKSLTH
PrPC surface inh: inhibitors of human cell surface prion protein PrPC, primary screen, cell-based, TR-FRET; TR-FRET read-out; 370,000 compounds, 0.43% hits; inhibition, % at 13.8 µM; Major prion protein (Homo sapiens), P04156; in the data active means inhibition above about 24%; further: 0% = median of the test wells and 100% = reference compound wells
FadD28 FP inh: inhibitors of FadD28 bisubstrate probe binding, primary screen, biochemical, fluorescence polarization, single point; Mycobacterium tuberculosis FadD28 fatty-acid-AMP ligase; 360,000 compounds, 0.22% hits; inhibition, % at 12.5 µM; in the data active means inhibition above about 8.5%, passing the limit was not always enough; inconclusive means no clear call, values can overlap the other calls
UGM FP inh: M. tuberculosis UGM enzyme inhibitors, primary screen, biochemical, fluorescence polarization, single point. UDP-galactopyranose mutase (Mycobacterium tuberculosis (strain ATCC 25618 / H37Rv)), …. purified UGM, fluorescence polarization probe displacement. inhibition, % at 10 µM. 320,000 compounds, 0.06% hits; in the data active means inhibition above about 10%, passing the limit was not always enough; inconclusive means no clear call, values can overlap the other calls
Rv3671c protease: Rv3671c serine protease inhibitors, primary screen, biochemical, fluorescence polarization, M. tuberculosis H37Rv. 320,000 compounds, 0.048% hits. P9WHR9. inhibition, % at 5.96 µM; in the data active means inhibition above about 38%;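 further: extracellular domain of Rv3671c used as enzyme; 0% = enzyme with DMSO and 100% = no enzyme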
Target sequence (P9WHR9 whole entry, looked up, the tested form may be a part): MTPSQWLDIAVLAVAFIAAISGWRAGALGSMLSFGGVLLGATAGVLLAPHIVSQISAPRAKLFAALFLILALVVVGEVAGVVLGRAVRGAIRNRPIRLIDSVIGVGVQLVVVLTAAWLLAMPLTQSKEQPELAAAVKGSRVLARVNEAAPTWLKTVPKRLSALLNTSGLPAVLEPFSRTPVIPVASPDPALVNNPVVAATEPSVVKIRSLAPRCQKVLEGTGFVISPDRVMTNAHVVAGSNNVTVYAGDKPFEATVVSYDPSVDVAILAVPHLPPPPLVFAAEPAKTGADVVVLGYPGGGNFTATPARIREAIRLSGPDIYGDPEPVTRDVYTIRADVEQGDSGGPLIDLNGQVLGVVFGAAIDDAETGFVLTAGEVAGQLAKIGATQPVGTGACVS
Mtb BioA inh: M. tuberculosis BioA enzyme inhibitors, primary screen, biochemical, plate reader, single point, HTS | purified M. tuberculosis BioA enzyme | inhibition, % at 9.99 µM | AID 602481, 2012 | 360,000 compounds, 0.096% hits; in the data active means inhibition above about 40%; inconclusive means no clear call, values can overlap the other calls
GDH-TPI counter: GDH-TPI coupling enzyme inhibitors, primary screen, artefact control for M. tuberculosis FBA inhibitor project, biochemical, absorbance, full deck; GDH-TPI coupled enzyme counterscreen, NADH absorbance; inhibition, % at 4.8 µM; 360,000 compounds, 1.2% hits; AID 588335, 2011; in the data active means inhibition above about 30%;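 further: 0% = DMSO wells and 100% = wells lacking the enzyme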
Starred values were filed as active, the others as inactive; ? = inconclusive; . = not tested or not shown.

item	canonical_smiles	BoNT-F LC inh	Mtb FBA inh	PrPC surface inh	MazF activator	UGM FP inh
1	COc1ccc(NC(C)=O)cc1NC(=O)c1ccc(C#N)cc1	0	1	-3	-10	1.3
2	CCOc1ccc(C(=O)CCC(=O)Nc2ccccc2C)cc1	-4	0	0	1	1.5
3	COc1ccc(C(CNC(=O)c2ccc(NS(=O)(=O)c3ccc(F)c(C)c3)cc2)N2CCCC2)cc1 (stereo unspecified)	-4	0	-4	1	.
4	Cc1cc(N2CCN(C)CC2)n2cc(-c3ccc(F)cc3)nc2n1	.	69*	-4	-1	2.9
5	O=C(O)COc1c(Cl)cc(/C=C2\NC(=O)NC2=O)cc1Br	4	-2	-19	2	1.1
6	Cc1ccc(C)c(NC(=O)CCc2ccc(S(=O)(=O)NC3CCCCC3)cc2)c1	4	2	8	-3	0.6
7	Cc1cc(Oc2ccccc2)nc(SCC(N)=O)n1	3	-13	-2	-4	2.5
8	COc1ccccc1NC(=O)c1ccc(S(=O)(=O)N2CCOCC2)cc1	-4	-2	-7	-6	-3.1
9	Cc1csc(CNc2ncnc3ccc(-c4cccnc4)cc23)c1	-4	0	-1	3	-0.8
10	Cc1nnc(SC(C)C(=O)NC2CCCCC2)[nH]c1=O (stereo unspecified)	-6	5	0	5	.
11	CCOC(=O)CSC1=C(C#N)C(c2ccccc2OCC)C(C(=O)OCC)C(=O)N1 (stereo unspecified)	-20	2	-3	-1	0.7
12	CC1CCCN(C(=O)C2CCCN(S(=O)(=O)c3cccc4nsnc34)C2)C1 (stereo unspecified)	2	1	-32	2	3.8
13	Cc1ccc(-n2c(C)nnc2SCC(=O)N(C)c2c(N)n(Cc3ccccc3)c(=O)[nH]c2=O)cc1	-7	-1	-2	1	-0.6
14	O=C(OCC(=O)N1CCc2ccccc2C1)c1cccs1	-3	2	-3	1	-4.1
15	COc1ccc(C)cc1S(=O)(=O)N(C)CC(=O)N1CCC(C(N)=O)CC1	2	4	4	14	0.1

item	Mtb BioA inh	FadD28 FP inh	Rv3671c protease	GDH-TPI counter
1	-0.8	-1.1	-4	6
2	0.3	0.7	.	2
3	-1.4	-5.0	.	6
4	1.5	-0.7	4	17
5	.	0.6	-2	20
6	-0.7	-1.0	4	5
7	0.8	-1.9	-1	6
8	-1.4	-0.6	1	5
9	7.1	-10	-5	0
10	-2.9	-1.1	.	-1
11	-0.9	-4.7	12	0
12	0.3	-3.2	5	10
13	-1.6	0.0	-9	1
14	.	-1.5	0	-1
15	-1.7	-0.1	-4	2

(more compounds)
item	canonical_smiles	BoNT-F LC inh	Mtb FBA inh	PrPC surface inh	MazF activator	UGM FP inh
16	COc1ccccc1-c1c(-c2ccc(OCC(=O)NN)cc2O)n[nH]c1C(F)(F)F	-5	0	6	2	-4.0
17	CC(=O)Nc1ccc(S(=O)(=O)N2CCc3cc4c(cc3C2)OCCCO4)cc1	-1	0	0	11	-3.0
18	CCCOc1ccc(C(=O)NC(=S)N2CCN(c3cc4c(cc3F)c(=O)c(C(=O)O)cn4CC)CC2)cc1	-9	3	10	7	-0.5
19	COc1ccc(C(=O)OCC[N+]2(C)CCOCC2)cc1	-4	3	-4	3	-0.2
20	CCn1c(-c2ccccc2)c[nH]c1=S	0	6	3	2	0.1
21	Cc1ccnc(NS(=O)(=O)c2ccc(NC(=O)Cc3ccc(F)cc3)cc2)n1	-7	5	11	6	-5.9
22	Cc1ccc(N(C(=O)c2ccc(S(=O)(=O)N3CCOCC3)cc2)C2C=CS(=O)(=O)C2)cc1C (stereo unspecified)	1	-4	0	3	1.6
23	O=C(CN1CCN(S(=O)(=O)c2ccc(F)cc2)CC1)NCc1cccs1	-6	0	-8	-4	-0.1
24	Cc1cc(/C(N)=N/OC(=O)Nc2ccccc2)no1	-4	0	1	-5	1.6
25	Cc1cn([C@H]2C[C@H](O)[C@@H](CNC(=O)[C@H]3CCC(=O)N3)O2)c(=O)[nH]c1=O	-2	2	-6	-1	.
26	Cc1[nH]c2ccccc2c1C(=O)CN1C(=O)C(=O)N(C2CCCC2)C1=O	-2	17	0	-32	0.8
27	Cn1c2c(c(=O)c3ccccc31)CCCC2	?	6	0	10	-0.8
28	O=C(CCN1C(=O)c2ccccc2S1(=O)=O)N1CCN(c2ccccc2F)CC1	-5	3	8	11	0.9
29	N=c1n(CCN2CCCCC2)c2ccccc2n1CC(=O)c1cccc([N+](=O)[O-])c1	-12	-1	2	16	-0.4
30	O=C(C=Cc1ccc(Cl)s1)c1ccc(Cl)s1	-6	2	-6	2	.

item	Mtb BioA inh	FadD28 FP inh	Rv3671c protease	GDH-TPI counter
16	0.7	-15	-19	-8
17	-2.2	-0.6	-5	2
18	-0.2	-2.3	-5	3
19	-3.8	-0.2	7	0
20	-1.1	1.2	-9	15
21	0.0	1.5	-8	4
22	.	-2.3	7	-9
23	0.1	-2.6	6	0
24	2.2	-3.2	2	-2
25	-4.5	0.8	.	5
26	0.6	0.1	5	-1
27	0.5	-0.4	6	11
28	2.1	-1.0	0	-1
29	0.3	-4.1	-1	-2
30	-1.4	-0.6	.	11

The list continues.
item	canonical_smiles	BoNT-F LC inh	Mtb FBA inh	PrPC surface inh	MazF activator	UGM FP inh
31	COc1ccc(CCC(=O)N2CCN(S(=O)(=O)c3ccc4ccccc4c3)CC2)cc1	5	1	0	0	0.1
32	N#CCCN(Cc1cccnc1)C(=O)Nc1ccccc1	5	3	-3	-8	3.0
33	CCn1c(=S)sc2c(=O)n(CC(=O)Nc3ccccc3C(F)(F)F)c(C)nc21	3	1	-6	-12	4.3
34	C=CCn1c(SCCOc2ccc(OC)cc2)nnc1C(CO)NC(=O)c1ccc(OC)cc1 (stereo unspecified)	24	0	-4	8	2.5
35	Oc1ccc2c3c1O[C@H]1c4oc5ccccc5c4C[C@@]4(O)[C@@H](C2)N(CC2CC2)CC[C@]314	-6	-1	1	16	-2.0
36	Cc1cc(N=Cc2c(O)n(-c3ccc4c(c3)OCO4)c(=O)c3ccccc23)ccn1	19	38*	17	31	4.8
37	O=C(O)/C=C\C(=O)Nc1cccc(C(=O)Nc2cccc(O)c2)c1	-4	4	6	-40	-0.8
38	O=C(N/N=C/c1ccc(Cl)c([N+](=O)[O-])c1)c1cnccn1	-2	0	-16	4	0.5
39	O=C(C1CCN(CC2CCCCC2)CC1)N1CCCC1	22	3	-2	6	1.2
40	COc1ccc(/C=N/N2C(=O)CSC2=S)cc1Br	-3	-3	1	-17	2.3
41	CCOC(=O)C1=NNC(C(=O)c2ccc(C)cc2)C1c1ccc(OC)cc1 (stereo unspecified)	5	-4	-7	3	-0.2
42	CCN(CC(=O)NCc1ccc(F)cc1)CC(=O)NC1CCCC1	7	4	-3	-6	2.0
43	Cc1[nH][nH]c(=O)c1C(c1ccc(-c2ccc(C(=O)O)cc2)o1)c1c(C)[nH][nH]c1=O	-4	-6	-15	5	.
44	O=C(O)c1cc2nc(-c3ccc(F)cc3)cc(C(F)(F)F)n2n1	?	-2	-21	6	1.6
45	CCOc1cc(S(=O)(=O)N2CCCC2)c(C)cc1C	4	8	-4	7	1.3

item	Mtb BioA inh	FadD28 FP inh	Rv3671c protease	GDH-TPI counter
31	.	-0.6	-22	-4
32	-0.4	-3.2	3	5
33	-1.1	-4.3	18	-2
34	-0.6	-0.8	-6	-2
35	3.5	0.3	2	5
36	3.5	-5.3	-5	6
37	.	-2.4	-6	0
38	.	-0.6	5	8
39	.	1.4	3	5
40	-1.1	0.6	-33	13
41	.	-0.5	2	-5
42	-4.1	2.2	-6	-7
43	.	-2.7	.	0
44	0.6	-3.9	0	3
45	.	1.3	-5	-6

Quoted from above for reference:
item	canonical_smiles	BoNT-F LC inh	Mtb FBA inh	PrPC surface inh	MazF activator	UGM FP inh
31	COc1ccc(CCC(=O)N2CCN(S(=O)(=O)c3ccc4ccccc4c3)CC2)cc1	5	1	0	0	0.1
32	N#CCCN(Cc1cccnc1)C(=O)Nc1ccccc1	5	3	-3	-8	3.0
33	CCn1c(=S)sc2c(=O)n(CC(=O)Nc3ccccc3C(F)(F)F)c(C)nc21	3	1	-6	-12	4.3
34	C=CCn1c(SCCOc2ccc(OC)cc2)nnc1C(CO)NC(=O)c1ccc(OC)cc1 (stereo unspecified)	24	0	-4	8	2.5
35	Oc1ccc2c3c1O[C@H]1c4oc5ccccc5c4C[C@@]4(O)[C@@H](C2)N(CC2CC2)CC[C@]314	-6	-1	1	16	-2.0
36	Cc1cc(N=Cc2c(O)n(-c3ccc4c(c3)OCO4)c(=O)c3ccccc23)ccn1	19	38*	17	31	4.8
37	O=C(O)/C=C\C(=O)Nc1cccc(C(=O)Nc2cccc(O)c2)c1	-4	4	6	-40	-0.8
38	O=C(N/N=C/c1ccc(Cl)c([N+](=O)[O-])c1)c1cnccn1	-2	0	-16	4	0.5
39	O=C(C1CCN(CC2CCCCC2)CC1)N1CCCC1	22	3	-2	6	1.2

item	Mtb BioA inh	FadD28 FP inh	Rv3671c protease	GDH-TPI counter
31	.	-0.6	-22	-4
32	-0.4	-3.2	3	5
33	-1.1	-4.3	18	-2
34	-0.6	-0.8	-6	-2
35	3.5	0.3	2	5
36	3.5	-5.3	-5	6
37	.	-2.4	-6	0
38	.	-0.6	5	8
39	.	1.4	3	5

Continuation:
item	canonical_smiles	BoNT-F LC inh	Mtb FBA inh	PrPC surface inh	MazF activator	UGM FP inh
46	COc1cc(C(O)CO)ccc1O (stereo unspecified)	-19	-2	2	7	-1.9
47	CC(=O)OCC(=O)C1CCC2C3CCC4=CC(=O)C=CC4(C)C3CCC12C (stereo unspecified)	7	0	4	9	.
48	COc1ccc(NC2CCCN(C(=O)c3ccc(C(C)=O)s3)C2)cc1 (stereo unspecified)	-1	1	-1	7	1.8
49	Cc1cccc(NC(=S)N(Cc2cccs2)Cc2cc3cc(C)ccc3[nH]c2=O)c1	-9	2	1	-2	1.2
50	CC1=C(C(=O)N(C)C)CC(CC(=O)NCc2cccs2)C(=O)N1Cc1ccc(F)cc1 (stereo unspecified)	-13	-1	4	.	.
51	C=CCSc1nc2sc(C)c(C)c2c(=O)n1N	-2	1	9	3	-1.4
52	O=C(CN1CCN(c2ccccc2O)CC1)NC(=O)NCc1ccco1	-4	-1	-3	4	-1.7
53	CC(OC(=O)CCC1CCCCC1)C(=O)Nc1ccc(S(N)(=O)=O)cc1 (stereo unspecified)	0	0	0	0	-0.8
54	C=CCSc1nc2c(cnn2-c2ccc(C)c(C)c2)c(=O)[nH]1	-5	0	8	-17	-2.8
55	Nc1nccc(-c2cccs2)n1	-2	-1	-2	0	0.0
56	Cc1ccc(F)c(NC(=S)Nc2cccc3ccccc23)c1	-14	46*	3	.	1.1
57	Cc1cc(=O)[nH]c(SCC(=O)c2ccc(C(C)C)cc2)n1	-15	7	6	-2	0.9
58	Cc1ccc(CC(=O)N2CCN(c3cccc(C(F)(F)F)c3)CC2)cc1	-5	-2	-8	1	-2.0

item	Mtb BioA inh	FadD28 FP inh	Rv3671c protease	GDH-TPI counter
46	-0.1	-3.1	7	5
47	-0.3	0.6	.	4
48	84*	-0.1	2	1
49	.	-13	0	0
50	1.4	-1.1	.	.
51	.	0.0	4	5
52	.	-2.0	2	-1
53	.	1.6	-16	-2
54	-1.9	-3.1	-1	8
55	.	-1.9	-2	3
56	-1.0	-2.8	-46	7
57	-5.6	0.4	6	15
58	2.9	-1.5	0	-3

Compound activity deposited in PubChem by several laboratories.
